Source: PubChem BioAssay
E-selectin induc – E-selectin induction in HUVECs, primary screen, imaging, HUVEC, immunofluorescence imaging, single point; normalized: neutral wells 0, TNF-alpha wells 100; activation, % at 7.58 µM; 260,000 compounds, 0.37% hits; AID 686992, 2013;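 active means mean E-selectin-positive cell signal at least 10% of the positive control, reached in at least 60% of replicates, without over 20% cell loss; inconclusive means no rule given, readout overlaps actives, possibly toxicity-flagged; inactive means the rest, including those meeting only one limit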;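 further: in these data hits start at about 27%; measured in HUVEC primary endothelial cells; signal is the percent of cells scored E-selectin positive by PE staining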
Target sequence (P16581 whole entry, looked up): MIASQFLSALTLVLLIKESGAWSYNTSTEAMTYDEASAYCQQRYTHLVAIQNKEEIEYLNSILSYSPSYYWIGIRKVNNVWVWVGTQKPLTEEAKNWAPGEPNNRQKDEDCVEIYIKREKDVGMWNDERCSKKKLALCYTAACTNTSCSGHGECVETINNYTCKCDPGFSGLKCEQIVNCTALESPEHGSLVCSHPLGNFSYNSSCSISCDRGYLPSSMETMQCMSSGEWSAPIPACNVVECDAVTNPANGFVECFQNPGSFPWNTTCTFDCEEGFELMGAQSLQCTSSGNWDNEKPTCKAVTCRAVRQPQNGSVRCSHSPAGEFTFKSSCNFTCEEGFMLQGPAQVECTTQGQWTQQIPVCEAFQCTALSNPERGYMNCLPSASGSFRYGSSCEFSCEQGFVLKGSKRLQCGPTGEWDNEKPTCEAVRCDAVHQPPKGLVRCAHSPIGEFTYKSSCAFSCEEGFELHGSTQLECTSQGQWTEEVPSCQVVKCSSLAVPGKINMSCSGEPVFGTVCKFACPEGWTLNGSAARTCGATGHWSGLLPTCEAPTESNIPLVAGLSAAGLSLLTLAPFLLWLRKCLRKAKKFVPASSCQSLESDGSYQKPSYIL
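assay system = HUVEC, human umbilical vein endothelial cells | input = 3,000 HUVEC seeded per well | medium = EGM-2 growth medium on 0.1% gelatin-coated wells | dosing = one compound dose added by pin transfer | signal = immunofluorescence imaging | read-out basis = % PE-positive cells | control set = TNF-alpha, DMSO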
PglD DTNB – C. jejuni PglD acetyltransferase inhibitors, primary screen, biochemical, DTNB colorimetric, single point | UDP-N-acetylbacillosamine N-acetyltransferase PglD (Campylobacter jejuni) | purified PglD enzyme, DTNB colorimetric CoA detection | inhibition, % at 12.5 µM | 360,000 compounds, 0.098% hits | AID 602405, 2012; in the data active means inhibition above about 16%, passing the limit was not always enough; inconclusive means no clear call, values can overlap the other calls; further: strong numbers were not always called active
ERAP1 inh – human ERAP1 aminopeptidase inhibitors, primary screen, biochemical, single point, plate reader | Endoplasmic reticulum aminopeptidase 1 (Homo sapiens), Q9NZ08 | recombinant ERAP1, Leu-AMC fluorescence, 60 min | inhibition, % at 10.7 µM | 340,000 compounds, 0.15% hits;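 active means mean replicate inhibition of at least 30%, or all replicates individually reaching that 30% level; inactive means mean below 30% and not every replicate reaching it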;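 further: 0% = neutral control wells and 100% = L-leucinethiol positive control wells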
RAD54 branch – inhibitors of human RAD54 branch migration, primary screen, biochemical, fluorescence, single point; DNA repair and recombination protein RAD54-like (Homo sapiens), Q92698; RAD54 Holliday junction branch migration, FAM/BHQ fluorescence; 360,000 compounds, 0.14% hits; AID 602329, 2012; inhibition, % at 10.4 µM;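 active means mean normalized replicate activity at least 40 and at least half of replicates scoring 40 or more; inconclusive means only one of the two criteria met; inactive means mean below 40 and under half of replicates reaching 40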;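 further: 0% = median of neutral control wells and 100% = median of positive control wells; inhibitors cause a drop in the FAM fluorescence signal; in these data hits start at about 50%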
RAD52 anneal inh – RAD52 DNA annealing inhibitors, primary screen, biochemical, FRET, single point, set 2 | recombinant RAD52 DNA annealing, FRET fluorescence | inhibition, % at 18.7 µM | 360,000 compounds, 0.46% hits | AID 651710, 2012;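 active means every replicate showing at least 50% inhibition; inconclusive means mean inhibition at least 50% but not in every replicate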
Target sequence (P43351 whole entry, looked up): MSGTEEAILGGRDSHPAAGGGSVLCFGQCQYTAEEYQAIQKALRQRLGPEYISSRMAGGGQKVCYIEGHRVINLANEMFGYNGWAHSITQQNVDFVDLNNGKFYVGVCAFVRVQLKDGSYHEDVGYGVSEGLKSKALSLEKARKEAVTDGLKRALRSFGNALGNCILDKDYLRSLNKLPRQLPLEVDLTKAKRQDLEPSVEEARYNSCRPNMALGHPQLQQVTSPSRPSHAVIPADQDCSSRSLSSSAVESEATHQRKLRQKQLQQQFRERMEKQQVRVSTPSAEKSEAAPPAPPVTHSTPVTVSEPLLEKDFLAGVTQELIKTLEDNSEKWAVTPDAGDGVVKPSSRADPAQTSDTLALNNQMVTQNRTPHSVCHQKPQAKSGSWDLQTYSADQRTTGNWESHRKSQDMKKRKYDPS
Cneo AK release – Cryptococcus neoformans cell lysis inducers, primary screen, AK release luminescence, single concentration; AID 651654, 2012; C. neoformans lysis, adenylate kinase release luminescence, 4 h; normalised: neutral wells 0, clomiphene wells 100; 360,000 compounds, 0.2% hits; lysis activity, % at 15 µM;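 active means mean lysis activity across replicates of at least 80%, whatever share of replicates individually reach that level; inactive means mean lysis activity below 80%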
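Assay system: C. neoformans cells. Amount: yeast cell density of 5 × 10^6 cells/mL. Technique: AK luminescence. Buffer or medium: YPD. Times: static 4 h at 37 °C with compound, 1 h detection. Dosing: single-point compound dose. Read-out: lysis from increased AK signal.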
miR122 inh – miR-122 Renilla sensor signal increase in Huh7, primary screen, miR-122 inhibitor project, cell-based, single point, plate reader; Huh7 miR-122 Renilla luciferase sensor, 48 h; neutral wells = 0, positive control = 100; AID 602342, 2012; activation (reporter increase), % at 12.5 µM; 340,000 compounds, 0.3% hits;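 active means mean replicate activation score at least 90 and every replicate individually at or above 90; inconclusive means only one of the two criteria met; inactive means neither criterion met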;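 further: higher luciferase means less miR-122 activity so hits act as miR-122 inhibitors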
PGC1a acetyl inh – inhibitors of PGC1a acetylation signal, primary screen, cell-based, U2OS, AlphaScreen, inhibitor mode | 350,000 compounds, 0.17% hits | inhibition, % at 15.6 µM | AlphaScreen anti-acetyl-lysine; with virally co-expressed GCN5 acetyltransferase | AID 651687, 2012;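 active means every replicate shows inhibition of at least 40%; inconclusive means mean inhibition at least 40% but some replicate below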;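 further: 0% = neutral control wells and 100% = positive control wells; some results beyond the cut were filed as inactive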
* hit, by the source's call; ? = inconclusive; nt = no result given; & = joins results of further samples; [ ] = dose if it differs, or a comment.

entry	smiles	E-selectin induc	PglD DTNB	ERAP1 inh	RAD54 branch	RAD52 anneal inh	Cneo AK release	miR122 inh	PGC1a acetyl inh
1	CCOc1cccc(CN2CCC(n3nccc3NC(=O)c3ccc4c(c3)OCO4)CC2)c1	nt	4	1	1	-7	2	-9	3
2	CCCCn1c(N)c(N(CCC(C)C)C(=O)c2ccc3ccccc3c2)c(=O)[nH]c1=O	nt	5	4	-4	-14	-1	-11	4
3	COc1cc(-c2c(C#N)c(N)nc3[nH]c(=S)[nH]c(=O)c23)ccc1O	0.0	-5	3	5	-1	0	3	-2
4	Cc1ccc(S(=O)(=O)C2(C(=O)NCc3ccc4c(c3)OCO4)CC2)cc1	-0.1	2	3	-4	-6	-1	7	4
5	O=C1CN(C(=O)COC(=O)c2cccc(Br)c2)c2ccccc2N1	0.7	2	0	11	-15	-1	8	11
6	O=C(NCc1ccccc1)c1ccc(NS(=O)(=O)c2cccs2)cc1	0.2	nt	1	nt	-18	nt	nt	0
7	C[C@H](CO)N1C[C@H](C)[C@@H](CN(C)Cc2ccc(C(=O)O)cc2)OCc2cnnn2CCCC1=O	0.5&0.6	-2	0&1	4	-6&3	-1	-4	6&7
8	COC(=O)C(CC#Cc1ccc2c(c1)[C@]1(C(=O)N2)[C@H](C(=O)N2CCN(c3ncccn3)CC2)[C@H]2C(=O)O[C@H](c3ccccc3)[C@H](c3ccccc3)N2[C@@H]1c1ccc(OCCO)cc1)C(=O)OC	nt	-3	2	-8	-16	53	nt	nt
9	COc1ccc(CN2CC(=O)N(c3cc(Cl)ccc3OC)C2=S)cc1OC	-0.3	3	-7	8	-11	3	-8	-5
10	O=C(CCN1CCN(Cc2ccccc2)CC1)NNC(=O)c1ccc(Cl)c(Cl)c1	-0.1	-1	-8	6	-17	0	0	-2
11	Cc1nn(Cc2ccccc2Cl)c(C)c1N	nt	-7	nt	-3	nt	0	-2	0
12	O=C(Nc1ccc(S(=O)(=O)N2CCOCC2)cc1)C1CC1	nt	-6	-5	7	-12	0	-5	-29
13	COc1ccc(NC(=O)C[C@H]2C(=O)N(C3CCCCC3)C[C@@H]2C)cc1	1.7	1	8	-8	-6	1	0	nt
14	Cn1cnc(S(=O)(=O)N[C@@H]2C=C[C@@H](CC(=O)Nc3ccc(-c4ccccc4)cc3)O[C@@H]2CO)c1	0.1	-1	1	-4	9	0	-15[16.7 µM]	3
15	O=C(c1ccc(F)cc1)N1CCCCN2[C@@H](CO)[C@@H](c3ccc(-c4ccccc4)cc3)[C@@H]2C1	-0.4	-2	1	-5	-23	-1	7[16.7 µM]	-2
16	CCc1noc(C)c1C(=O)NCCN1C(=O)S/C(=C\c2ccccc2F)C1=O	1.1	-3	-2	-5	-16	2	-8	nt
17	Cc1cccc(Nc2nc(-c3ccc(O)cc3O)cs2)n1	nt	2	-8	-9	-7	0	nt	nt
18	COc1cc2[nH]c(=S)n(CC3CCCO3)c(=O)c2cc1OC (stereo not drawn)	nt	2	9	12	8	0	1	-8
19	Cc1ccccc1N(C)C(=O)c1coc(=O)c2ccccc12	nt	-6	nt	-10	nt	5	0	5
20	O=C(NCC1CC1)[C@H]1[C@H](CO)[C@H]2Cn3c(cccc3=O)[C@H]2N1Cc1cccc(F)c1	1.5	nt	-1	nt	-12	nt	nt	3
21	COC(=O)c1ccc(Cl)c(NC(=O)CN(c2ccc(OC)cc2)S(=O)(=O)c2ccccc2)c1	nt	-7	nt	-10	nt	-1	6	-17
22	O=C(CSc1nnc(-c2ccc(S(=O)(=O)N3CCOCC3)cc2)o1)c1ccccc1F	nt	-1	nt	-2	nt	2	-2	-3
23	CO[C@@H](CN(C)C(=O)c1ccccc1F)[C@@H](C)CN([C@H](C)CO)S(=O)(=O)c1ccc(Cl)cc1	-0.1	3	2	-2	9	55	nt	-1
24	COCC(=O)Nc1ccc2c(c1)C(=O)N(C)[C@H]1CC[C@@H](CC(=O)OC)O[C@H]1CO2	-0.1	-1	nt	-8	nt	52	17[16.7 µM]	11
25	CCOc1ccc(NC(=O)COC(=O)CC2CCCCC2)cc1	-0.3	3	2	20	1	1	1	-4
26	O=C(OCCc1cc2ccccc2c(=O)o1)c1ccc(F)cc1	0.0	-1	1	-3	-15	0	-8	19
27	COC(=O)c1c(NC(=O)CCC(=O)O)sc(Cc2ccccc2)c1C	-0.5	8	nt	9	-9	0	-17	-7
28	NS(=O)(=O)c1ccc(CNC(=O)C(c2ccccc2)c2ccccc2)cc1	nt	-2	0	-1	-8	-2	-10	-5
29	O=C(NC(=S)Nc1ccccc1[N+](=O)[O-])c1cncc(Br)c1	nt	0	-1	-5	-3	0	6	7
30	O=C(O)c1cc(S(=O)(=O)Nc2ccc3cn[nH]c3c2)ccc1O	0.5	1	-6	4	11	2	nt	-3
31	COc1ccccc1CNC(=O)Cn1nc(C)c([N+](=O)[O-])c1C	0.0	-7	2	-1	-11	0	2	16
32	O=[N+]([O-])c1ccccc1/C=N/Nc1nc(N2CCCC2)nc(N2CCCC2)n1	nt	0	-6	7	10	0	3	-9
33	CCN1C(=O)[C@@H]2[C@@H](c3ccc(-c4ccc(C(C)=O)cc4)c(OC)c3)N3CCC[C@@]3(C(=O)OC)[C@@H]2C1=O	-0.2	1	nt	-1	-39	11	nt	nt
34	COc1ccc(-c2cc(=O)oc3cc(OCC(=O)NCc4ccccn4)ccc23)cc1	nt	1	nt	-5	-12	-3	1	3
35	Cc1cc(C)cc(OCC(=O)Nc2ccc3c(c2)OCO3)c1	nt	nt	0	nt	-11	nt	3	7
36	CN(C)c1ccc(S(=O)(=O)N2CCCCC2)cc1NC(=O)C1=COCCO1	-0.1	-2	1	2	-2	6	7	-2
37	Cc1ccc(C(=O)N/C(=C/c2ccco2)C(=O)NCCc2c[nH]c3ccccc23)cc1C	nt	-4	nt	13	nt	-3	0	-1
38	O=c1c(Cc2ccc(Cl)cc2)c(O)ccn1Cc1cccs1	-1.3	nt	7	nt	-9	nt	1	-18
39	COc1ccc2oc(=O)c(C(=O)NCCc3ccc(OC)c(OC)c3)cc2c1	nt	3	-3	1	-14	-6	-1	9
40	CCc1cccc(OCC(O)Cn2c(N3CCCCC3)nc3c2c(=O)[nH]c(=O)n3C)c1 (stereo not drawn)	0.0	0	-3	-2	-6	-2	nt	nt
41	COC(=O)c1ccc(C)c(NC(=O)CSc2sc3c(O)cc(=O)[nH]c3c2C#N)c1	nt	-3	-2	4	-42	-2	-4	4
42	COc1cc(/C=N/NC(=O)c2cc(-c3ccccc3C)nc3ccccc23)cc(OC)c1O	0.2	0	1	-8	-10	1	9	18
43	CCOC(=O)Cn1c(-c2cccnc2)nc(-c2ccccc2)c1-c1ccccc1	-0.1	2	1	3	-17	-1	-6	-18
44	C[C@H]1CN([C@@H](C)CO)C(=O)c2cccc(N(C)C)c2O[C@H]1CN(C)Cc1ccncc1	-0.2	5	-2	1	12	50	5[16.7 µM]	4
45	Cc1noc(C)c1S(=O)(=O)Nc1ccc2c(c1)C(=O)N([C@H](C)CO)C[C@@H](C)[C@@H](CN(C)Cc1ccc(C(=O)Nc3ccccc3N)cc1)O2	0.6	2	-1	-1	-3	0	26[16.7 µM]	6
46	CC(C)C#Cc1cnc2c(c1)C(=O)N([C@H](C)CO)C[C@H](C)[C@@H](CN(C)C(=O)c1cnccn1)O2	0.0	6	-5	5	9	-2	14[16.7 µM]	-5
47	CC(C)Oc1ccccc1OC1(C)CCN(Cc2ccc(OC(F)(F)F)cc2)C1 (stereo not drawn)	0.0	3	3	-2	-9	1	-1	nt
48	S=C(c1ccc(N2CCOCC2)cc1)N1CCCCC1	nt	1	nt	-4	nt	-1	-4	-7
49	CCCC1CCC(C(=O)Nn2c(C)nc3ccccc3c2=O)CC1 (stereo not drawn)	nt	9	1	1	-12	7	6	-1
50	CCC(=O)N[C@H]1CC[C@H](CC(=O)NCC2CC2)O[C@H]1CO	-0.1	nt	-2	nt	-8	nt	nt	-5

Additional entries
entry	smiles	E-selectin induc	PglD DTNB	ERAP1 inh	RAD54 branch	RAD52 anneal inh	Cneo AK release	miR122 inh	PGC1a acetyl inh
51	CCOC(=O)C1=C(C)c2ccccc2OC1C(=O)OCC (stereo not drawn)	nt	2	nt	7	-7	0	-3	-8
52	CCCC#Cc1ccc([C@@H]2[C@@H](CO)N3CCCCN(CC4CC4)C[C@@H]23)cc1	-0.4	-1	-4	6	-3	3	-17[16.7 µM]	-26
53	CCOC(=O)c1cccc(NC2c3ccccc3C(=O)N2Cc2ccco2)c1 (stereo not drawn)	0.1	-7	5	-16	2	4	nt	nt
54	N#C[C@@H]1[C@H](c2ccccc2)[C@@H](CO)N1C(=O)Nc1cccc(F)c1	-0.3	-4	0	0	-7	-4	nt	-8
55	COCC#Cc1ccc([C@H]2[C@@H](CO)N3C(=O)CN(C(=O)CN4CCOCC4)C[C@@H]23)cc1	-0.1	nt	2	nt	-2	nt	nt	13
56	COc1cccc(-c2cc(C(=O)O)[nH]n2)c1	nt	-4	nt	-11	nt	0	-2	-7
57	CC1CCCN(S(=O)(=O)c2ccc3c(c2)n(C)c(=O)c(=O)n3C)C1 (stereo not drawn)	6.8	-2	-4	2	-10	2	nt	?
58	COc1ccccc1-c1ccc2c(c1)[C@H]1[C@H](CCN1S(=O)(=O)c1ccc(C)cc1)[C@@H](CO)N2	-0.2	-2	-2	-7	1	0	6[16.7 µM]	-29
59	O=C(NCC1CCCO1)c1cc2ccccc2o1 (stereo not drawn)	-0.3	3	0	-10	-10	-2	nt	4
60	COc1ccc(Cl)cc1C(=O)NNC(=O)CSc1nncn1C	0.3	2	0	-1	-1	0	2	5
61	CN1CCN(c2ccc(C(=O)c3cn(-c4ccc(F)c(Cl)c4)nn3)cc2)CC1	3.4	0	0	10	-7	40	6	1
62	O=C(CN1CCOCC1)NCC[C@H]1CC[C@@H](NC(=O)Nc2ccc(C(F)(F)F)cc2)[C@H](CO)O1	0.1	-2	-2	-6	-10	0	-8[16.7 µM]	-3
63	O=C(CN1CCN(S(=O)(=O)c2ccc3ccccc3c2)CC1)NC(=O)NC1CCCCC1	nt	7	nt	-6	nt	2	-7	-7
64	Cc1ccc(-n2ncc3c(=O)[nH]c(SCC(=O)N4CCCC4)nc32)cc1C	-0.6	1	6	-1	-2	1	3	7
65	O=C(NCC[C@@H]1CC[C@@H](NC(=O)Nc2cc(F)ccc2F)[C@H](CO)O1)Nc1ccc(Cl)cc1	0.0	1	-1	3	16	-4	nt	-3

Rows are unselected; about 1.4% have a hit in one of these screens.
